From PubChem BioAssay
LAP4-GFP MLPCN: alters LAP4-GFP fluorescence in TOR pathway yeast screen; S. cerevisiae LAP4-GFP multiplex, flow cytometry GFP, 3 h; median GFP as percent of DMSO wells; GFP response vs DMSO, % at 10 µM; 320,000 tested, 0.34% active; AID 2023;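 active = GFP response vs DMSO above a set limit, about the screen mean plus 3 SD, cut at about 150% in these data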
CIT2-GFP yeast: modulators of TOR pathway CIT2-GFP in S. cerevisiae; S. cerevisiae CIT2-GFP strain, flow cytometry, 3 h; 100 means same as DMSO wells; GFP response vs DMSO, % at 10 µM; 320,000 tested, 0.065% active; AID 2029;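 active = GFP response relative to DMSO above a set limit, near the screen mean plus 3 SD, cut at about 150% in these data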;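 also: ratio of well median GFP fluorescence to mean of DMSO wells on the plate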
AHR activator: activators of human aryl hydrocarbon receptor; P35869; AHR-responsive luciferase reporter cells, luminescence; 320,000 tested, 2.5% active; activation, % at 5 µM; in the data active = activation above about 47%;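 also: 0% = vehicle wells and 100% = reference agonist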
Target sequence (P35869 whole entry, looked up): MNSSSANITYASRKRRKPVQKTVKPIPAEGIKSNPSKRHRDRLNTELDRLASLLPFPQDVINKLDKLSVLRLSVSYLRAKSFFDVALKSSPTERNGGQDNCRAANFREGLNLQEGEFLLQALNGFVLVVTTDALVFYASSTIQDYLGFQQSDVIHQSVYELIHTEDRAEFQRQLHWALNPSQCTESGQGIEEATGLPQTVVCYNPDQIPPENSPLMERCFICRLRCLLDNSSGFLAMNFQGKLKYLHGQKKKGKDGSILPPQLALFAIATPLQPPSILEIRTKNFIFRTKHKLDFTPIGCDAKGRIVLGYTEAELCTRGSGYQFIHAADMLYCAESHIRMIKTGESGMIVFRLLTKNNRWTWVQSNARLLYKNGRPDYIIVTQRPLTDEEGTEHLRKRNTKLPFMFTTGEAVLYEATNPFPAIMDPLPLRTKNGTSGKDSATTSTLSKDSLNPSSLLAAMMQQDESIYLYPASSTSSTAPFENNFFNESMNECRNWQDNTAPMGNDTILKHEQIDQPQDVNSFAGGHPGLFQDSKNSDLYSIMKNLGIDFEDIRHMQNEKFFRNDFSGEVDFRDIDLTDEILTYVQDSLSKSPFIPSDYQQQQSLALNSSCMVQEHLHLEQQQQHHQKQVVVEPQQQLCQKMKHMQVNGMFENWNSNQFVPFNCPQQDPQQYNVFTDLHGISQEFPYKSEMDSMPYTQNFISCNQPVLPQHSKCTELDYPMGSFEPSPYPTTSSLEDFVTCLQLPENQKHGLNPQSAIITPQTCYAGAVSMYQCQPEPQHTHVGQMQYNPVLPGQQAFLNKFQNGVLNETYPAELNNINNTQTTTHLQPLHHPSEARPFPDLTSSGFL
RPL19A-GFP yeast: yeast TOR pathway RPL19A-GFP modulation. S. cerevisiae RPL19A-GFP strain, flow cytometry, 3 h; hits give low values. percent response vs DMSO, % at 10 µM. 330,000 tested, 0.3% active;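 active = percent response vs DMSO below 50%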;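 also: median channel GFP fluorescence of the barcoded RPL19A-GFP strain; ratio of sample median GFP to plate DMSO average so 100% = DMSO; lower means less RPL19A-GFP as with rapamycin TOR inhibition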
AGP1-GFP MLPCN: yeast TOR pathway AGP1-GFP modulation; S. cerevisiae AGP1-GFP multiplex flow cytometry, 3 h; GFP as percent of DMSO wells; GFP response vs DMSO, % at 10 µM; 320,000 tested, 0.02% active;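 active = GFP response relative to DMSO above a set limit, near screen average plus 3 SD, cut at about 150% in these data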;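 also: median GFP channel fluorescence of the gated AGP1 strain per well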
MEP2-GFP yeast: modulators of TOR pathway MEP2-GFP in S. cerevisiae; S. cerevisiae MEP2-GFP strain, flow cytometry GFP, 3 h; 100% = DMSO control level; GFP response vs DMSO, % at 10 µM; 330,000 tested, 0.51% active; AID 2016;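 active = GFP response versus DMSO above a set limit, roughly screen mean plus 3 SD, cut at about 180% in these data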;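 also: median GFP fluorescence of the barcode-gated MEP2-GFP cells per well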
proCasp3 act: activators of human procaspase-3; P42574; AID 463141; 330,000 tested, 0.11% active; activation, % at 8.5 µM; recombinant procaspase-3 D3A, Ac-DEVD-pNA absorbance 405 nm;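 active = activation above the mean of all tested compounds plus 3 SD, cut at about 21% in these data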;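 also: 0% = DMSO alone and 100% = DMSO wells spiked with extra 5 µM PC-3 D3A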
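Compound: 8.5 µM single point, 0.8% DMSO / Material: Autoprocessing-dead procaspase-3 D3A mutant enzyme / Timing: 1 h preincubation plus 2 h reaction at 25 °C / Medium: Zinc-free HEPES/NaCl buffer with 0.01% Triton X-100 at pH 7.4 / Technique: 405 nm absorbance of p-nitroaniline, reads at 0 and 120 min / Repeats: one well per compound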
procasp7 counter: counter-screen for procaspase-3 activators: activators of human procaspase-7; recombinant procaspase-7, Ac-DEVD-pNA absorbance 405 nm; D23A/D198A/D206A triple mutant, cannot self-cleave; scale: DMSO 0, 5 µM enzyme 100; activation, % at 8.5 µM; 330,000 tested, 0.093% active; AID 463210;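 active = percent activation above the screen-wide mean plus 3 SD, cut at about 25% in these data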
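buffer or medium = Zinc-free HEPES/NaCl buffer, pH 7.4 | material = Procaspase-7 triple mutant (PC-7 D3A) | input = 2 µM procaspase-7 mutant as dispensed | signal = Epi-absorbance of released pNA at 405 nm, two timepoints | timing = 1 h preincubation, 2 h reaction | replicates = singlicate compound testing | evaluation = % activation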
Starred values were filed as active, the others as inactive; x = no result given.

SMILES	LAP4-GFP MLPCN	CIT2-GFP yeast	AHR activator	RPL19A-GFP yeast	AGP1-GFP MLPCN	MEP2-GFP yeast	proCasp3 act	procasp7 counter
O=S(=O)(NCC1CCCN(Cc2ccccc2)C1)c1cccc2cccnc12 (stereo not drawn)	94	x	1	98	100	91	9	-2
O=C(Cn1nc(Cc2cccnc2)c2ccccc2c1=O)Nc1ccc2c(c1)OCO2	96	87	41	90	90	98	7	1
CCn1c(COc2cccc(C)c2)nnc1SCC(=O)CC(=O)Nc1ccccc1OC	96	105	6	103	106	102	7	-13
Cc1cccc(-c2nnc(SCC(=O)NCc3ccc4c(c3)OCO4)n2C)c1	95	99	4	101	102	100	-5	11
COc1cccc(S(=O)(=O)Nc2ccc(C(=O)N3CCOCC3)cc2)c1	101	113	2	118	121	108	-2	1
COc1ccc(NC(=O)CC(C)(C)C)c([N+](=O)[O-])c1	108	96	1	100	101	106	-1	3
Cc1ccc(CONC(=O)c2ccc(Cl)cc2)cc1	116	105	73*	106	107	113	12	8
COc1ccc(S(=O)(=O)NCCSC(C)(C)C)cc1Cl	107	105	-1	105	99	107	-13	0
NCCc1nnc(SCc2ccccc2F)o1	101	105	0	104	102	100	3	9
C=CCc1ccc(OCc2ccc(C(=O)OC)o2)c(OC)c1	111	96	-1	99	98	111	-1	-10
Cc1onc(-c2c(Cl)cccc2Cl)c1C(=O)N=S(C)(=O)c1ccccc1 (stereo not drawn)	113	103	0	97	107	99	-5	3
COc1ccc(CCNC(=O)C2CC2)cc1OC	98	103	-1	99	98	100	2	1
Cn1c(N2CCCC2)nc2c1c(=O)n(Cc1ccc(F)cc1)c(=O)n2C	105	x	6	95	101	100	-2	-6
CCOC(=O)N1CCN(C(=O)C2CC(c3ccc(F)cc3)=NO2)CC1 (stereo not drawn)	105	100	-1	99	104	98	-2	1
CN(C)CCCNC(=O)c1ccccn1	105	103	-5	100	112	122	0	4
CC(C)CC(=O)N1CCN(C(=O)c2cccc(F)c2)CC1	103	107	4	95	105	100	0	-2
COc1ccc(OC)c(C=NNC(=O)c2ccc(NS(=O)(=O)c3cccs3)cc2)c1	91	106	14	98	97	106	9	0
O=S(=O)(c1ccccc1)c1nc(Nc2ccccc2N2CCOCC2)sc1Cl	105	105	6	103	107	105	9	-7
COC(=O)C(NC(=O)CCc1c(C)nc2c(c(C)nn2-c2ccccc2)c1C)C(C)C (stereo not drawn)	92	91	x	102	94	107	x	x
Cc1ccc(-c2csc(NCCn3c(C(F)(F)F)nc4ccccc43)n2)cc1	109	78	14	97	79	91	0	-5
COc1ccc(N2CCN(C(=O)Cn3nnc(-c4ccc(OC)c(OC)c4)n3)CC2)cc1	103	107	0	102	106	106	5	3
CCOC(=O)C1(Cc2ccc(OC)cc2)CCN(C(=O)Cn2cnnn2)CC1	98	99	2	100	102	100	5	1
COc1ccccc1NC=C1C(=O)OC2(CCCCC2)OC1=O	108	95	-5	100	90	103	-4	-1
COc1ccc(CC(=O)NC(c2ccccc2)c2ccccc2)cc1S(=O)(=O)N1CCOCC1	x	96	1	103	101	103	-5	-4
O=C(OCC(=O)c1ccc(Cl)cc1Cl)c1cnccn1	95	97	0	102	98	103	-6	-5
Cc1cccc(CN2CCN(c3nc4nonc4nc3NC3CC3)CC2=O)c1	99	99	2	99	99	104	-1	4
C#CCOCCOCCOCCNc1nc(N2CCN(C(=O)CCCCCCCCCCNC(=O)[C@H](CO)n3cc(CCCSC)nn3)CC2)nc(N2CCN(C(=O)CCCCCCCCCCNC(=O)[C@@H]([C@H](C)O)n3cc(C)nn3)CC2)n1	128	88	-2	95	83	93	5	-2
Cc1nc2c([nH]c3ccccc32)c(=O)n1N	92	104	27	96	98	90	-3	3
O=c1[nH]c2cc3c(cc2cc1CN(Cc1cccnc1)Cc1nnnn1Cc1ccco1)OCCO3	103	100	16	101	x	110	-16	-22
O=C(CCNS(=O)(=O)c1cccc2nsnc12)NCCC1=CCCCC1	108	97	12	104	101	100	-8	9
O=C(Nc1nc(-c2cccc3ccccc23)cs1)c1ccc2c(c1)S(=O)(=O)c1ccccc1C2=O	96	95	1	94	107	90	-5	11

A draw from above in order of formula weight, rising:
SMILES	LAP4-GFP MLPCN	CIT2-GFP yeast	AHR activator	RPL19A-GFP yeast	AGP1-GFP MLPCN	MEP2-GFP yeast	proCasp3 act	procasp7 counter
Cc1nc2c([nH]c3ccccc32)c(=O)n1N	92	104	27	96	98	90	-3	3
Cc1cccc(CN2CCN(c3nc4nonc4nc3NC3CC3)CC2=O)c1	99	99	2	99	99	104	-1	4
O=C(Nc1nc(-c2cccc3ccccc23)cs1)c1ccc2c(c1)S(=O)(=O)c1ccccc1C2=O	96	95	1	94	107	90	-5	11

An excerpt of these results, as a markdown table.
| mol | LAP4-GFP MLPCN | CIT2-GFP yeast | AHR activator | RPL19A-GFP yeast | AGP1-GFP MLPCN | MEP2-GFP yeast | proCasp3 act | procasp7 counter |
| --- | --- | --- | --- | --- | --- | --- | --- | --- |
| Cc1ccc(-c2csc(NCCn3c(C(F)(F)F)nc4ccccc43)n2)cc1 | 109 | 78 | 14 | 97 | 79 | 91 | 0 | -5 |
| COc1ccc(N2CCN(C(=O)Cn3nnc(-c4ccc(OC)c(OC)c4)n3)CC2)cc1 | 103 | 107 | 0 | 102 | 106 | 106 | 5 | 3 |
| CCOC(=O)C1(Cc2ccc(OC)cc2)CCN(C(=O)Cn2cnnn2)CC1 | 98 | 99 | 2 | 100 | 102 | 100 | 5 | 1 |
| COc1ccccc1NC=C1C(=O)OC2(CCCCC2)OC1=O | 108 | 95 | -5 | 100 | 90 | 103 | -4 | -1 |
| COc1ccc(CC(=O)NC(c2ccccc2)c2ccccc2)cc1S(=O)(=O)N1CCOCC1 | x | 96 | 1 | 103 | 101 | 103 | -5 | -4 |
| O=C(OCC(=O)c1ccc(Cl)cc1Cl)c1cnccn1 | 95 | 97 | 0 | 102 | 98 | 103 | -6 | -5 |
| Cc1cccc(CN2CCN(c3nc4nonc4nc3NC3CC3)CC2=O)c1 | 99 | 99 | 2 | 99 | 99 | 104 | -1 | 4 |
| C#CCOCCOCCOCCNc1nc(N2CCN(C(=O)CCCCCCCCCCNC(=O)[C@H](CO)n3cc(CCCSC)nn3)CC2)nc(N2CCN(C(=O)CCCCCCCCCCNC(=O)[C@@H]([C@H](C)O)n3cc(C)nn3)CC2)n1 | 128 | 88 | -2 | 95 | 83 | 93 | 5 | -2 |
| Cc1nc2c([nH]c3ccccc32)c(=O)n1N | 92 | 104 | 27 | 96 | 98 | 90 | -3 | 3 |
| O=c1[nH]c2cc3c(cc2cc1CN(Cc1cccnc1)Cc1nnnn1Cc1ccco1)OCCO3 | 103 | 100 | 16 | 101 | x | 110 | -16 | -22 |
| O=C(CCNS(=O)(=O)c1cccc2nsnc12)NCCC1=CCCCC1 | 108 | 97 | 12 | 104 | 101 | 100 | -8 | 9 |
| O=C(Nc1nc(-c2cccc3ccccc23)cs1)c1ccc2c(c1)S(=O)(=O)c1ccccc1C2=O | 96 | 95 | 1 | 94 | 107 | 90 | -5 | 11 |
